Pf Dd2 inh: inhibitors of Plasmodium falciparum Dd2 growth. P. falciparum Dd2 growth, SYBR Green, 72 h; hits give low values. activity change, % at 10 µM. 2.3% of 94,000 active; in the data active means activity change below about -80%; inconclusive means no clear call, values can overlap the other calls
C diff growth: C. difficile growth inhibition | Clostridium difficile clinical isolate growth, OD600, 24 h; hits give low values | growth activity, negative = inhibition, % at 16 µg/mL (by protocol) | 0.25% of 86,000 active | AID 1259249;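 active means mean growth activity at or below -80% and every replicate also at or below -80%; inconclusive means mean at or below -80% but some replicate above -80%; inactive means mean growth activity above -80%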;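 further: 0% = DMSO wells and -100% = levofloxacin 16 µg/mL wells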
Tcruzi prolif: inhibitors of T. cruzi proliferation; T. cruzi beta-gal in NIH3T3, GalScreen luminescence, 90 h; inhibition, % at 8.34 µM; 5.9% of 77,000 active; AID 624255;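 active means mean inhibition above about 93%, with at least 55% of replicates each passing it, limit read from the data, passing the limit was not always enough; inconclusive means only one of those two conditions holds; inactive means neither condition holds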
KDM4C inh: inhibitors of human demethylase GASC-1 KDM4C | Q9H3R0 | GST-KDM4C 2-372, H3K9me3 peptide, LANCE TR-FRET | inhibition, % at 12.5 µM | 0.15% of 96,000 active | AID 720574;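 active means mean replicate inhibition above about 25%, with at least 55% of replicates also reaching it, limit read from the data, passing the limit was not always enough; inconclusive means only one of those two conditions met; inactive means neither condition met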
Target sequence (Q9H3R0 2-372 limits assumed): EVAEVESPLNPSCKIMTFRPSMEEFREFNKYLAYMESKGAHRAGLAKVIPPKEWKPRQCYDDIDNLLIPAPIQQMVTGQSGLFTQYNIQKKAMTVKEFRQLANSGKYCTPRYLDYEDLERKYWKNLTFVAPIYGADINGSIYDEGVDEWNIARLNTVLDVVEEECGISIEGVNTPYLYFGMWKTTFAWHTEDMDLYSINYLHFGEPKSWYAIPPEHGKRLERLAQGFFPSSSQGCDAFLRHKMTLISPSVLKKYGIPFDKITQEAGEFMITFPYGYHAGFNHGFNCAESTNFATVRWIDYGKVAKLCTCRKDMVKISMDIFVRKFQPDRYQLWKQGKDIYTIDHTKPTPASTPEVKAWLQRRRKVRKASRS
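Compound: one test concentration per compound; Material: GST-GASC-1 enzyme fragment 2-372; Amount: GASC-1 enzyme at 10 nM final in reaction; Also added: H3K9me3 peptide substrate, Fe(II), 2-oxoglutarate; Technique: LANCE TR-FRET; Times: 30 min demethylation and 1 h detection at room temperature.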
* marks the source's active call; other numbers are inactive results; ? = inconclusive; nt = not tested or not shown; & = joins results of further samples. Rows are unselected. Share with any hit: about 6.7%.

SMILES | Pf Dd2 inh | C diff growth | Tcruzi prolif | KDM4C inh
Cc1noc(C)c1S(=O)(=O)Nc1ccc2c(c1)C(=O)N([C@@H](C)CO)C[C@@H](C)[C@H](CN(C)C(=O)Nc1ccc(C(F)(F)F)cc1)OCCCC[C@H](C)O2 | -32 | -2 | 98 | 0.4
Cc1noc(C)c1S(=O)(=O)N(C)C[C@H]1Oc2ccc(NC(=O)C3CCCCC3)cc2CC(=O)N([C@H](C)CO)C[C@@H]1C | -48 | 2 | 22 | -1.2
O=C(Nc1ccc(F)cc1)N1CC(=O)N2[C@H](C1)[C@H](c1ccc(-c3cccc(F)c3)cc1)[C@@H]2CO | -19 | -4 | nt | -0.5
CCC(=O)N1CCC2(CC1)CN(C(=O)Cc1ccccc1)[C@H](CO)c1c2c2ccc(OC)cc2n1C | -41 | 8 | nt | -1.0
Cc1ccc(S(=O)(=O)NCC[C@@H]2CC[C@@H](NC(=O)Nc3ccccc3F)[C@@H](CO)O2)cc1 | -2 | -3 | 27 | -0.1
CO[C@H]1CN(C)C(=O)c2ccc(NC(C)=O)cc2OC[C@H](C)N(S(=O)(=O)c2cn(C)cn2)C[C@H]1C | 13 | nt | -52 | 0.1
C[C@H]1CN([C@@H](C)CO)C(=O)c2cc(NS(C)(=O)=O)ccc2O[C@@H]1CN(C)S(=O)(=O)c1ccccc1 | 5 | -4 | 38 | 3.8
COc1ccccc1NC(=O)N1C[C@@H](C)[C@H](OC)CN(C)C(=O)c2ccc(NC(=O)c3cc(C)on3)cc2OC[C@H]1C | -44 | nt | nt | -1.0
C[C@H](CO)N1C[C@H](C)[C@@H](CN(C)CC2CCCC2)Oc2ncc(C#Cc3cccc(F)c3)cc2C1=O | -65 | 20 | 54 | 8.9
CN(C)C(=O)c1ccc(-c2ccc3c(c2)[C@H]2[C@H](CCN2C(=O)c2cnccn2)[C@@H](CO)N3)cc1 | 5 | -9 | 85 | 0.3
CCCC#Cc1ccc([C@H]2[C@@H](C#N)N(C(=O)CN3CCOCC3)[C@@H]2CO)cc1 | 9 | 6 | 105* | 1.2
C[C@H]1CN([C@@H](C)CO)C(=O)Cc2cc(NC(=O)Nc3ccc(C(F)(F)F)cc3)ccc2O[C@H]1CN(C)S(=O)(=O)c1ccc(F)cc1 | 3 | nt | 20 | -2.3

Taken from the results shown, eleven compounds:
SMILES | Pf Dd2 inh | C diff growth | Tcruzi prolif | KDM4C inh
Cc1noc(C)c1S(=O)(=O)N(C)C[C@H]1Oc2ccc(NC(=O)C3CCCCC3)cc2CC(=O)N([C@H](C)CO)C[C@@H]1C | -48 | 2 | 22 | -1.2
O=C(Nc1ccc(F)cc1)N1CC(=O)N2[C@H](C1)[C@H](c1ccc(-c3cccc(F)c3)cc1)[C@@H]2CO | -19 | -4 | nt | -0.5
CCC(=O)N1CCC2(CC1)CN(C(=O)Cc1ccccc1)[C@H](CO)c1c2c2ccc(OC)cc2n1C | -41 | 8 | nt | -1.0
Cc1ccc(S(=O)(=O)NCC[C@@H]2CC[C@@H](NC(=O)Nc3ccccc3F)[C@@H](CO)O2)cc1 | -2 | -3 | 27 | -0.1
CO[C@H]1CN(C)C(=O)c2ccc(NC(C)=O)cc2OC[C@H](C)N(S(=O)(=O)c2cn(C)cn2)C[C@H]1C | 13 | nt | -52 | 0.1
C[C@H]1CN([C@@H](C)CO)C(=O)c2cc(NS(C)(=O)=O)ccc2O[C@@H]1CN(C)S(=O)(=O)c1ccccc1 | 5 | -4 | 38 | 3.8
COc1ccccc1NC(=O)N1C[C@@H](C)[C@H](OC)CN(C)C(=O)c2ccc(NC(=O)c3cc(C)on3)cc2OC[C@H]1C | -44 | nt | nt | -1.0
C[C@H](CO)N1C[C@H](C)[C@@H](CN(C)CC2CCCC2)Oc2ncc(C#Cc3cccc(F)c3)cc2C1=O | -65 | 20 | 54 | 8.9
CN(C)C(=O)c1ccc(-c2ccc3c(c2)[C@H]2[C@H](CCN2C(=O)c2cnccn2)[C@@H](CO)N3)cc1 | 5 | -9 | 85 | 0.3
CCCC#Cc1ccc([C@H]2[C@@H](C#N)N(C(=O)CN3CCOCC3)[C@@H]2CO)cc1 | 9 | 6 | 105* | 1.2
C[C@H]1CN([C@@H](C)CO)C(=O)Cc2cc(NC(=O)Nc3ccc(C(F)(F)F)cc3)ccc2O[C@H]1CN(C)S(=O)(=O)c1ccc(F)cc1 | 3 | nt | 20 | -2.3

(next part)
SMILES | Pf Dd2 inh | C diff growth | Tcruzi prolif | KDM4C inh
COCC(=O)Nc1ccc2c(c1)C(=O)N(C)C[C@@H](OC)[C@H](C)CN(Cc1cccc(F)c1)[C@@H](C)CO2 | -14 | nt | 8 | 0.3
Cc1noc(C)c1S(=O)(=O)N(C)C[C@@H]1OCCCC[C@@H](C)Oc2ccc(NC(=O)NC(C)C)cc2C(=O)N([C@H](C)CO)C[C@H]1C | -25 | -2 | 30 | -0.3
Cc1cccc(S(=O)(=O)N2[C@@H]3c4cccc(=O)n4C[C@H]2[C@H](CO)[C@H]3C(=O)NC2CCC2)c1 | -5 | 4 | 10 | -0.7
C[C@@H]1CCCCO[C@@H](CN(C)Cc2ccc3c(c2)OCO3)[C@@H](C)CN([C@H](C)CO)C(=O)c2cc(NC(=O)c3ccccc3)ccc2O1 | 10 | 7 | nt | 1.0
O=C(c1cnccn1)N1CC(=O)N2[C@H](CO)[C@H](c3ccc(/C=C/c4ccccc4)cc3)[C@@H]2C1 | -21 | -5 | nt | -2.0
COc1ccc(S(=O)(=O)N(C)C[C@H]2Oc3c(NS(=O)(=O)c4ccc(C)cc4)cccc3C(=O)N([C@H](C)CO)C[C@@H]2C)cc1 | 20 | -6 | nt | -0.7
C[C@@H]1CN([C@H](C)CO)C(=O)c2cc(Br)cnc2O[C@H]1CN(C)Cc1ccccc1F | 12 | 1 | 7 | 0.3
O=C(C[C@H]1CC[C@@H](NC(=O)c2ccc3c(c2)OCO3)[C@@H](CO)O1)NCc1ccc(F)cc1 | -8 | 0 | -67 | 0.1
CC=Cc1ccc2n(c1=O)C[C@H]1[C@H](CO)[C@@H](C(=O)NCc3ccccc3)N(S(C)(=O)=O)[C@@H]21 (mixture of isomers) | -4 | -2 | 59 | -0.2
CN(C)CC(=O)N1CC2(C1)[C@H](c1ccccc1)[C@H](CO)N2C(=O)C1CCCC1 | 15 | -10 | nt | -1.9
C[C@H]1CN([C@@H](C)CO)C(=O)CCCn2nncc2CO[C@@H]1CN(C)Cc1ccccc1C(F)(F)F | -4 | -7 | 63 | nt
C[C@@H]1CCCCO[C@@H](CN(C)S(=O)(=O)c2cccs2)[C@H](C)CN([C@H](C)CO)C(=O)c2cc(NS(=O)(=O)c3cn(C)cn3)ccc2O1 | -12 | 8 | nt | -0.6
CNC(=O)C[C@H]1CC[C@@H]2[C@H](COC[C@@H](O)CN2C(=O)c2ccc3c(c2)OCO3)O1 | -3 | -2&-3 | nt | -2.9
N#C[C@@H]1[C@H](c2ccc(-c3ccc(F)cc3)cc2)[C@@H](CO)N1c1nc(-c2ccccc2)cs1 | -21 | -6 | nt | -4.6
CO[C@H](CN(C)S(=O)(=O)c1ccc(F)cc1)[C@H](C)CN([C@H](C)CO)S(=O)(=O)c1cccc(Cl)c1 | -19 | nt | 101* | -0.8
CCC(=O)N1CCC2(CC1)CN(Cc1nccs1)[C@@H](CO)c1c2c2ccc(OC)cc2n1C | -43 | 0 | nt | 0.3
C[C@H]1CN([C@@H](C)CO)C(=O)c2cccc(NC(=O)C3CCOCC3)c2O[C@H]1CN(C)C(=O)Nc1ccc(C(F)(F)F)cc1 | 13 | -3 | 67 | -1.3
CN(C)c1ccc2c(c1)[C@@H]1C[C@@H](CC(=O)NCc3cccc(F)c3)O[C@@H](CO)[C@@H]1O2 | -46 | -9 | 73 | ?
CN1C(=O)c2cc(NC(=O)Cc3cccs3)ccc2OC[C@H]2O[C@@H](CC(=O)O)CC[C@H]21 | -4 | 0 | -18 | 0.3
CN(C)C(=O)c1cccc(-c2ccc([C@@H]3[C@@H](CO)N4C(=O)CN(C(=O)C5CC5)C[C@H]34)cc2)c1 | 9 | -5 | nt | -0.1
CC=Cc1ccc2n(c1=O)C[C@@H]1[C@@H](CO)[C@H](C(=O)NCCC)N(CC3CC3)[C@H]21 (mixture of isomers) | 6 | 3 | 74 | 3.5
C[C@@H]1CN([C@H](C)CO)S(=O)(=O)c2ccc(C#C[C@@H](C)O)cc2O[C@@H]1CN(C)C(=O)CC1CC1 | nt | 0 | 7 | nt
C[C@H]1CN([C@@H](C)CO)C(=O)c2cc(NC(=O)NC3CCCCC3)ccc2O[C@@H]1CN(C)Cc1ccc2c(c1)OCO2 | -12 | -2 | -23 | 0.0
CN(C)CCCNC(=O)C[C@@H]1CC[C@@H](NS(=O)(=O)c2ccccc2)[C@@H](CO)O1 | -2 | 0 | -25 | 1.8
C[C@@H]1CCCCO[C@H](CN(C)C(=O)NC2CCCCC2)[C@H](C)CN([C@@H](C)CO)C(=O)c2cc(NC(=O)c3ccncc3)ccc2O1 | -36 | 4 | 57 | -2.1
CCCC(=O)Nc1ccc2c(c1)C(=O)N(C)C[C@@H](OC)[C@@H](C)CN(C)[C@H](C)CO2 | -11 | -1 | 20 | -0.6
CS(=O)(=O)N1CC2(C1)[C@@H](c1ccccc1)[C@@H](CO)N2CCC(F)(F)F | 9 | -3 | nt | 0.1
O=C(NC1CCCCC1)N[C@H]1C=C[C@H](CC(=O)N2CCOCC2)O[C@H]1CO | 2 | 2 | 15 | 9.1
CC(C)NC(=O)Nc1ccc2c(c1)C(=O)N([C@H](C)CO)C[C@H](C)[C@@H](CN(C)C(=O)Nc1ccc(F)cc1)O2 | 34 | -9 | -15 | -1.0
COCC(=O)Nc1ccc2c(c1)[C@H]1C[C@H](CC(=O)N3CCOCC3)O[C@H](CO)[C@H]1O2 | 17 | -6 | -16 | 11
O=C(c1ccncc1)N1C[C@H]2[C@@H](c3ccccc31)[C@@H](CO)N2Cc1ccccc1F | 0 | -8 | 42 | -0.2
C/C=C/c1ccc2c(c1)O[C@@H](CN(C)C(=O)c1ccccc1F)[C@H](C)CN([C@H](C)CO)S2(=O)=O | -33 | 8 | 34 | -0.2
C[C@@H]1CN([C@@H](C)CO)C(=O)c2cc(-c3ccc(F)cc3)cnc2O[C@@H]1CN(C)C(=O)NC1CCCC1 | -5 | -4 | -1 | -2.0
C[C@H](NC(=O)C[C@@H]1C=C[C@@H](NC(=O)CN2CCOCC2)[C@@H](CO)O1)c1ccccc1 | 8 | nt | -14 | -1.8
COc1cccc(NC(=O)N[C@H]2C=C[C@@H](CC(=O)Nc3ccc(-c4ccccc4)cc3)O[C@H]2CO)c1 | -1 | -3 | 38 | -1.0
C/C=C/c1cnc2c(c1)C(=O)N([C@@H](C)CO)C[C@H](C)[C@@H](CN(C)S(=O)(=O)c1ccccc1)O2 | -46 | -3 | 76 | -0.1
CCC(=O)N(C)C[C@H]1Oc2ncc(Br)cc2C(=O)N([C@H](C)CO)C[C@@H]1C | -62 | 3 | nt | 1.9
C[C@@H]1CN([C@H](C)CO)C(=O)Cc2cc(NS(=O)(=O)c3ccc(F)cc3)ccc2O[C@H]1CN(C)C(=O)Nc1cccc2ccccc12 | -5 | -8 | 12 | -0.9
C[C@H]1CN([C@@H](C)CO)C(=O)Cc2cc(NC(=O)CCCCCC(=O)Nc3ccccc3N)ccc2O[C@@H]1CN(C)C(=O)Nc1ccc(C(F)(F)F)cc1 | -65 | -9 | 21 | 0.4
Cc1noc(C)c1NC(=O)Nc1ccc2c(c1)C(=O)N([C@@H](C)CO)C[C@H](C)[C@H](CN(C)Cc1ccc(Oc3ccccc3)cc1)O2 | 22 | -13 | 10 | -0.5
C[C@@H]1CN([C@H](C)CO)C(=O)c2cc(-c3cccc(F)c3)cnc2O[C@H]1CN(C)C(=O)Nc1cc(F)ccc1F | -68 | -13 | 47 | -0.2
C[C@@H]1CN([C@@H](C)CO)C(=O)CCCn2nncc2CO[C@H]1CN(C)Cc1ccc(-c2ccccc2)cc1 | -15&-41 | 7&-5 | -38&-74 | 1.0
C[C@@H](O)C#Cc1cnc2c(c1)C(=O)N([C@@H](C)CO)C[C@H](C)[C@H](CN(C)C(=O)Nc1ccc(C(F)(F)F)cc1)O2 | 9 | 0 | nt | 0.6
O=C(C[C@@H]1C[C@@H]2c3cc(NC(=O)C4CCOCC4)ccc3O[C@@H]2[C@H](CO)O1)NCCN1CCCCC1 | 25 | -7 | -25 | 0.1
COc1cccc(-c2ccc(C3[C@H]4CNC[C@@H]3N4C(=O)Nc3ccc4c(c3)OCO4)cc2)c1 (stereo partly specified) | 26&-28 | 36&7 | nt | 1.5&0.3
CN1C(=O)c2cc(NC(=O)Cc3ccccc3)ccc2OC[C@H]2O[C@@H](CC(=O)NCc3ccc(Cl)cc3)CC[C@H]21 | -18 | 26 | 38 | -1.2
C[C@@H]1CN([C@H](C)CO)C(=O)Cc2cc(NC(=O)Nc3ccc(F)cc3)ccc2O[C@H]1CN(C)CC1CC1 | 10 | 0 | -4 | -0.5

High-throughput results as filed in PubChem BioAssay.
